High-throughput results as filed in PubChem.
Scp-1 inhibitor – Scp-1 (human) phosphatase inhibition. 340,000 compounds, 0.88% hits. Recombinant Scp1, phosphopeptide, malachite green phosphate absorbance. inhibition, % at 20 µM. Q9GZU7;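 active means inhibition above about 50% at 20 µM, limit read from the data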;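 further: plate controls were DMSO wells with enzyme for no effect and wells lacking enzyme for full effect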
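Material – SCP-1 phosphatase catalytic domain, residues 76-261 · Buffer or medium – Acidic Tris acetate buffer with magnesium and detergent · Also added – Phospho 17-mer peptide substrate · Compound – single 20 µM dose, 1% DMSO · Times – 45 min room-temperature reaction, 5 min colour, 30 min stabiliser · Technique – Phosphate-binding colour reagent, absorbance read at 630 nm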
Rpn11 inh – inhibitors of human proteasome Rpn11; calls only at 20 µM; AID 588493; human 26S proteasome, Ub4-pepOG fluorescence polarization; 20S core pre-blocked with epoxomicin; 360,000 compounds, 0.59% hits; O00487;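 active means inhibition at 20 µM, scaled to each plate's controls, above about 33%, limit read from the data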
Target sequence (O00487 whole entry, looked up): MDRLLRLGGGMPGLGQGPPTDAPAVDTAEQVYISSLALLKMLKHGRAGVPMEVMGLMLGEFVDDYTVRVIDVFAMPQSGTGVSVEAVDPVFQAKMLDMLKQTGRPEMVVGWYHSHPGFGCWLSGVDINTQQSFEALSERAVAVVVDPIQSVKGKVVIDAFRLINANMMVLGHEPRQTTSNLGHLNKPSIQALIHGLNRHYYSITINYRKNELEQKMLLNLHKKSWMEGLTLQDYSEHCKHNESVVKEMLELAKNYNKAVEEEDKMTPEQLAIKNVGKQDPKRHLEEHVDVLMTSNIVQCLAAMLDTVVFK
TbMetRS inhib – Trypanosoma brucei MetRS inhibition | purified T. brucei MetRS, ATP depletion, Kinase-Glo luminescence | inhibition, % at 11.9 µM | 360,000 compounds, 0.4% hits;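 active means inhibition above a per-plate cutoff of the control wells' mean inhibition plus 3 SD, cut at about 5.5% in these data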;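 further: 0% = DMSO wells median and 100% = median of wells with control inhibitor compound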
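Material: parasite MetRS enzyme / Replication: singlicate, one well per compound / Signal: luminescence of leftover ATP / Schedule: 2 h aminoacylation at 25 °C after 15 min preincubation / Medium: HEPES-MgCl2-KCl buffer plus DTT, spermine, BSA, pyrophosphatase / Doses: 11.9 µM single point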
SUMO1-SIM PPI – alters human SUMO1 binding to SIM partners; SUMO1 binding to a labelled peptide, TR-FRET, 1 h; P63165; inhibition, % at 20 µM; 360,000 compounds, 0.33% hits; in the data active means inhibition above about 37%
Target sequence (P63165 whole entry, looked up): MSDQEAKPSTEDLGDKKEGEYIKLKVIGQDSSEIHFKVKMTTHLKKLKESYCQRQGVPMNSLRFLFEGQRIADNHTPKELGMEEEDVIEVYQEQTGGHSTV
LMPTP block – LMPTP (human) inhibition | P24666 | recombinant LMPTP-A, OMFP fluorogenic substrate, fluorescence intensity | inhibition, % at 20 µM | 360,000 compounds, 0.22% hits | AID 651560;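 active means compounds that cut the enzyme signal by at least half of the control window in the single-dose screen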;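 further: plate controls were DMSO wells with enzyme plus substrate for no effect and substrate without enzyme for full effect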
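Assay system: LMPTP-A enzyme. Input: 0.625 nM LMPTP-A final. Probe or stimulus: 400 µM OMFP. Compound dosing: single 20 µM dose. Schedule: 50 min dark incubation at room temperature. Detection: fluorescence intensity of OMFP turnover product. Read-out: percent inhibition versus substrate-only and uninhibited controls. Benchmarks: no-enzyme low control, uninhibited high control.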
DNMT1 block – blocks human DNA methyltransferase DNMT1; AID 588458; 360,000 compounds, 0.83% hits; P26358; DNMT1 molecular beacon, Hinp1I cleavage, fluorescence; inhibition (reported as % activation of signal), % at 10 µM; in the data active means inhibition above about 50%
CSN inh – CSN deneddylation inhibition; 360,000 compounds, 0.38% hits; inhibition, % at 12.5 µM; Purified CSN, SCF-Nedd8-OG deneddylation, fluorescence polarization;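 active means pattern-corrected inhibition above about 35%, with an unprinted fluorescence ratio check between 0.5 and 1.5, limit read from the data, passing the limit was not always enough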;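 further: 0% = enzyme with substrate and 100% = substrate without enzyme; some results filed as inactive read as strong as hits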
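Material: human Csn5 produced in HEK293T cells; Input: enzyme 0.24 nM; Reagent: SCFSkp2-Nedd8OG substrate at 10 nM final; Dosing: 12.5 µM compound; Incubation: 90 min reaction at room temperature; Detection: fluorescence polarization of the substrate; Evaluation: % inhibition of substrate cleavage by Csn5; Control set: substrate-only high control, full reaction low control.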
NadD inh – NadD (S. aureus) enzyme inhibition | purified NadD enzyme, colorimetric absorbance read-out | 360,000 compounds, 0.78% hits | AID 602399 | inhibition, % at 20 µM; in the data active means inhibition above about 26%; further: some compounds past the cut are filed as inactive
STEP inh – inhibitors of human striatal-enriched phosphatase STEP | P54829 | recombinant STEP, OMFP fluorogenic substrate, fluorescence | inhibition, % at 20 µM | 360,000 compounds, 0.25% hits;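 active means inhibition at 20 µM, scaled per plate between control wells, above about 37%, limit read from the data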;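 further: 0% = DMSO with enzyme and substrate and 100% = substrate only without enzyme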
Target sequence (P54829 whole entry, looked up): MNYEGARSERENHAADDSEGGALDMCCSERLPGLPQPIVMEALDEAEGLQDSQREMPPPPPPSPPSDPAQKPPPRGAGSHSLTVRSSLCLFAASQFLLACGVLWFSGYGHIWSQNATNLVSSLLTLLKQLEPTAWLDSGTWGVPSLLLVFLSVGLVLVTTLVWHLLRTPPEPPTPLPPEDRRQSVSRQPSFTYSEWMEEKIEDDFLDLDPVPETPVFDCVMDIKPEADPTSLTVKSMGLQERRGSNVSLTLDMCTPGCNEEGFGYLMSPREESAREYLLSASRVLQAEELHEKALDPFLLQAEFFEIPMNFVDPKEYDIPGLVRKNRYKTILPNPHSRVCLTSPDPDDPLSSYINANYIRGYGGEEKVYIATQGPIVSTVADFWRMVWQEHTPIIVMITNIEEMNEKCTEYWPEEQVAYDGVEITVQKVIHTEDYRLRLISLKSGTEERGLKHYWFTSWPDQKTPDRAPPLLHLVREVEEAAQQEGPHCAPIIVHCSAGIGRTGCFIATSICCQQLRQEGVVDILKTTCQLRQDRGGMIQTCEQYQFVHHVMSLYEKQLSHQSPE
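System: STEP phosphatase, cell-free reaction; Buffer or medium: Bis-Tris pH 6.0 buffer with DTT, detergent; Incubation: 20 min at room temperature, dark; Measured by: fluorescence, 480/540 nm.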
PABP1 MLLE inh – blocks PAM2 peptide binding to the PABP1 MLLE domain; GST-MLLE / FITC-PAM2 fluorescence polarization; AID 588489; inhibition, % at 20 µM; 360,000 compounds, 0.36% hits; P11940; in the data active means inhibition above about 35%, passing the limit was not always enough;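 further: plate controls were DMSO wells with GST-MLLE for no effect and wells lacking GST-MLLE protein for full effect; some results filed as inactive read as strong as hits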
Active calls of the source: *; i = inactive; x = not tested or not shown.

SMILES	Scp-1 inhibitor	Rpn11 inh	TbMetRS inhib	SUMO1-SIM PPI	LMPTP block	DNMT1 block	CSN inh	NadD inh	STEP inh	PABP1 MLLE inh
Nc1nc(SCc2ccccc2Cl)nc2nc3c(cc12)CCCC3	-2	i	0.2	-5	8.4	0	4	4	3	-17
COC(=O)C1c2ccccc2-c2ccccc21	-5	i	-0.1	-5	0.3	3	2	0	3	4
O=C(CSc1nc2ccccc2c(=O)n1-c1ccccc1)N1CCCc2ccccc21	-6	i	-1.6	-2	1.3	4	-1	3	0	3
O=C(O)c1oc2ccccc2c1-n1cccc1	-8	i	-0.2	3	-0.8	2	2	-3	0	12
COc1ccc(F)cc1C(=O)C1CCCN(Cc2cn(C)c3ccccc23)C1 (centres undefined)	3	i	-1.1	1	2.0	-2	-1	-6	2	-6
COc1ccc(C)cc1S(=O)(=O)NNc1nc(C)cc(C)n1	-1	i	-0.2	-2	-2.3	6	-1	-3	0	-43
CCOC(=O)C1=C(C)C(c2ccc(OC)cc2)NC(=S)N1 (centres undefined)	-3	i	-0.2	4	-1.4	-1	2	0	1	-122
Cc1ccc(S(=O)(=O)/N=S(\C)CC2CC2(Cl)Cl)cc1 (centres undefined)	-7	i	-0.2	1	-2.8	1	-8	-7	-2	-6
COC(=O)c1sc(C(C)(C)C)cc1CSc1ccccc1	-9	i	-0.4	5	4.5	0	-3	4	3	-6
Oc1ccc2ccccc2c1CN1CC2CCC(CC2)C1	-8	i	-0.4	6	-2.0	7	2	2	-3	1
Cc1ccc(NC(=O)C2CCN(S(=O)(=O)c3ccc(N4CCCC4=O)cc3)CC2)cc1Cl	-5	i	-0.4	7	4.2	-8	3	1	-1	-5
O=C(NOC(=O)c1cc(Br)ccc1Cl)c1cccs1	5	i	-1.4	2	-0.3	5	0	1	-2	-2
CC1CCc2c(nc3sc4c(c3c2N)CCCC4)C1 (centres undefined)	-10	i	0.0	1	5.7	1	7	6	1	-19
COc1cccc(Cn2c(Oc3cccc(C)c3)nc3c2c(=O)n(C)c(=O)n3C)c1	-18	i	-1.6	5	1.4	-4	1	-6	0	1
Cc1ccc(NC(=O)c2ccc([N+](=O)[O-])cc2Cl)nc1	5	i	0.0	-19	-2.1	1	-1	4	0	11
COc1ccccc1OCCOc1ccc(/C=N/n2cnnc2)cc1	-5	i	-0.3	-3	0.9	0	-1	-6	-5	-2
O=C(COc1cccc([N+](=O)[O-])c1)N/N=C/c1ccco1	63*	i	-0.6	-14	18	59*	9	-1	14	-1
COc1cc(C)ccc1S(=O)(=O)N1CCCCCC1	-7	i	-0.7	2	-0.6	-1	0	-3	1	0
C=CCNC(=S)/N=c1/ccccn1Cc1ccccc1	-5	i	-0.8	11	0.0	-1	4	-3	-2	34
Cc1c(C(=O)N2CCc3ccccc3C2)sc2nc(-c3ccccc3)cn12	-11	i	-0.3	6	1.7	-4	6	3	1	6
COc1ccc(C2Nc3ccccc3C(=O)N2c2ccccc2)cc1COc1ccccn1 (centres undefined)	22	i	-0.6	0	0.0	-6	4	1	0	1
O=C(COc1ccccc1Cl)Nc1cnn(Cc2ccccc2)c1	-2	i	-0.7	1	-1.3	-7	4	-5	0	-1
COc1ccc(Oc2ccc(C(F)(F)F)cc2N)cc1	1	i	0.4	-1	2.9	5	-1	3	-1	-15
COc1ccc(CNC(=O)CNC(=O)CNS(=O)(=O)c2ccc(C)c(C)c2)cc1	-2	i	-0.3	1	0.0	-3	2	1	-1	0
Cc1ccc(NC(=O)COC(=O)c2cc(=O)c3ccccc3o2)c(Br)c1	-5	i	-0.6	0	0.9	3	-4	-2	0	9
O=C(Nc1cc(Cl)ccc1Cl)c1ccc(OC(=O)c2ccco2)cc1	-4	i	-0.8	-2	-1.7	-1	-6	-8	-2	-8
CC(C)CCN1CCN(CC#Cc2ccccc2)CC1CCO (centres undefined)	-3	i	-0.7	-2	1.6	-2	0	3	1	-4
COc1ccc(N2CCN(CCNS(=O)(=O)c3ccc(C)cc3)CC2)cc1	1	i	-0.5	-4	-0.9	1	1	-4	-2	0
COc1ccc(N2C(=O)C(CC(=O)Nc3ccc(F)cc3)N(CCc3ccc(OC)c(OC)c3)C2=O)cc1 (centres undefined)	-6	i	1.4	3	-1.1	-5	-1	-2	-2	-6
O=C(NCC1CCCO1)C1c2ccccc2Oc2ccccc21 (centres undefined)	-4	i	0.3	0	-0.6	-3	-4	-3	-1	11
O=C(CN1CCN(S(=O)(=O)c2ccc(F)c(Cl)c2)CC1)N1CCOCC1	-7	i	-0.2	-6	-1.2	8	-1	2	-2	-10
Oc1ccccc1CN1CCCN(Cc2ccccc2O)C1	-4	i	-0.7	-2	-1.1	-2	-5	7	-1	11
COc1ccc(CCN(C(=O)C(F)(F)F)C(C(=O)NC2CCCCC2)c2cccs2)cc1 (centres undefined)	-8	i	-0.6	3	3.6	4	4	-6	1	1
O=C(Cc1ccc(Cl)cc1)NCCCNC(=O)c1cccnc1	-1	i	-0.9	2	-0.8	0	-5	-5	0	-5
COc1ccc(NC(=S)NC(=O)c2cc3ccccc3o2)c(OC)c1	-20	i	0.1	4	-0.3	-4	4	-4	0	12
Cc1ccc(Cn2ccsc2=NC(=O)COC(=O)c2ccc(O)cc2O)cc1	1	i	-0.3	4	2.4	-3	1	0	-4	6
FC(F)(F)c1nnc2ccc(N3CCCCCC3)nn12	-10	i	-0.9	1	-0.6	0	-1	-2	-3	-2
O=C(O)c1cccc2c1C(=O)c1cc(Br)ccc1S2(=O)=O	-4	i	-0.3	-32	-0.2	7	11	3	-3	5
CCOC(=O)C1CCCN(c2c(N3CCN(c4ccccn4)CC3)c(=O)c2=O)C1 (centres undefined)	-6	i	0.6	-1	-1.2	-1	-3	2	1	6
CC(=O)Nc1ccc(S(=O)(=O)N(C)C2CCN(C)CC2)cc1	-3	i	-2.5	3	-0.7	2	1	-5	2	1
COc1cccc(N2CCN(C(=O)c3cc4c(s3)-c3ccccc3OC4)CC2)c1	-5	i	0.1	3	5.1	-8	0	3	4	-2
Cc1ccccc1OC(C)C(=O)Nc1ccc2c(c1)OCO2 (centres undefined)	-13	i	-0.7	-5	-0.8	0	-5	-3	0	-11
CC(C)(C)NC(=O)COC(=O)c1ccccc1C(=O)c1ccccc1	-1	i	2.6	-3	0.5	1	-12	-3	0	-15
COc1ccc(CCc2cc(OC)c(OC)c(OC)c2)cc1	0	i	-0.4	23	-0.2	2	-1	-6	-3	-12
CCCCCC(=O)Nc1cccc(C2=NOC3(C2)C[C@@H](C(N)=O)N(C(=O)c2ccc(Cl)cc2)C3)c1 (some centres undefined)	66*	i	-0.2	0	-0.4	1	-2	1	-1	9
Cc1csc(NC(=O)c2ccc(S(=O)(=O)N3CCN(C)CC3)cc2)n1	-1	i	0.2	-3	0.8	0	-2	1	1	-3
O=S(=O)(/C=C/c1cccc(Br)c1)N1CCOCC1	-3	i	0.1	1	-0.6	2	4	4	1	-5
COc1cc(OC)cc(C(=O)NCC(=O)OCC(=O)c2cc(OC)ccc2OC)c1	-8	i	-0.5	1	0.5	3	3	-2	-1	7
CC(C)CNC(=O)N1c2ccccc2Sc2ccccc21	-7	i	0.1	-1	0.7	-1	5	-5	2	7
Cc1ccc(NC(=O)CSc2nnc(-c3cccnc3)n2-c2ccc(C)cc2)cc1	1	i	-0.9	-2	-0.9	-2	-1	4	-4	5

Next section (4 carried over from the part before).
SMILES	Scp-1 inhibitor	Rpn11 inh	TbMetRS inhib	SUMO1-SIM PPI	LMPTP block	DNMT1 block	CSN inh	NadD inh	STEP inh	PABP1 MLLE inh
O=S(=O)(/C=C/c1cccc(Br)c1)N1CCOCC1	-3	i	0.1	1	-0.6	2	4	4	1	-5
COc1cc(OC)cc(C(=O)NCC(=O)OCC(=O)c2cc(OC)ccc2OC)c1	-8	i	-0.5	1	0.5	3	3	-2	-1	7
CC(C)CNC(=O)N1c2ccccc2Sc2ccccc21	-7	i	0.1	-1	0.7	-1	5	-5	2	7
Cc1ccc(NC(=O)CSc2nnc(-c3cccnc3)n2-c2ccc(C)cc2)cc1	1	i	-0.9	-2	-0.9	-2	-1	4	-4	5
O=C(Nc1ccccc1)C1=C[C@@H](c2ccc(Br)cc2)C[C@@H](OCCCCO)O1	-7	i	-0.4	-7	0.1	-3	-4	-6	0	11
COc1ccccc1C(=O)OCC(=O)Nc1cccc(S(=O)(=O)N2CCCC2)c1	-10	i	-0.2	-2	0.7	-3	6	-8	-2	1
CCCCCc1ccc(CC(=O)N2CCOCC2)cc1	-11	i	-1.3	5	0.4	1	2	4	4	7
CC(=O)Nc1cccc(C(=O)OCc2ccc(C(=O)Oc3ccc(Cl)cc3)cc2)c1	-1	i	0.1	2	1.2	1	1	-6	0	2
O=C(C[n+]1cccc(NC(=O)c2ccccc2)c1)c1ccc(NC(=O)c2ccccc2)cc1	6	i	0.0	-3	2.7	0	-4	-3	-1	-9
CC1(C(=O)NS(=O)(=O)c2cccc(F)c2)CCN1C(=O)CC1CCCC1 (centres undefined)	x	i	-0.3	2	-1.2	-1	5	-8	0	-2
C=CCOc1ccc(/C=N/n2nnnc2N)cc1OC	-2	i	-0.6	-14	-0.4	-1	2	-8	-4	2
CCOC(=O)C1CCN(c2ccc(C(N)=O)cc2[N+](=O)[O-])CC1	-3	i	0.3	-27	-0.8	1	-13	-4	3	-2
Cc1ccc2nc(-c3ccc(-c4ccccn4)s3)cn2c1	-9	i	0.0	-32	8.8	-13	1	-10	-1	-35
CCCCCCOc1ccc(C(CC(=O)O)C(N)=O)cc1 (centres undefined)	-3	i	-1.7	1	-1.6	1	5	-5	2	-1
CC(O)(C#CCN1CCOCC1)c1ccccc1 (centres undefined)	6	i	-0.4	-3	-3.1	-3	0	-6	-1	0
